Screening results as filed in PubChem.
GSIS activator – GLuc luminescence reporter in INS-1E cells, primary screen for activators of glucose-dependent secretion of insulin; hit rate 0.61% among 370,000; activation, % at 16.6 µM; AID 743287; INS-1E GLuc reporter insulin secretion, 2-3 h;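 active = lowest replicate activation of at least 40%, so every replicate reaches that level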;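 also: 0% = median of neutral control wells and 100% = median of IBMX positive control wells; some compounds called inactive have numbers as strong as hits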
PglD DTNB – blocks C. jejuni PglD acetyltransferase activity. purified PglD enzyme, DTNB colorimetric CoA detection. inhibition, % at 12.5 µM. hit rate 0.098% among 360,000. AID 602405; in the data active = inhibition above about 16%, passing the limit was not always enough; also: strong numbers were not always called active
C2C12 statin – protects C2C12 myotubes from simvastatin toxicity | ATP luminescence, 48 h; scaled: DMSO 0, geranylgeraniol control 100 | rescue of ATP level, % at 7.49 µM | hit rate 0.78% among 330,000 | AID 602340;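 active = mean ATP rescue above about 67%, or every replicate alone reaching that limit, limit read from the data, passing the limit was not always enough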;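 also: myotubes were challenged with 10 µM simvastatin during compound exposure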
ARNT TACC3 PPI – ARNT/TACC3 interaction disruption | AID 623870 | hit rate 0.66% among 390,000 | AlphaScreen His-ARNT PAS-B/GST-TACC3 binding, luminescence; TACC3 fragment carries E629A point mutation | inhibition, % at 9.99 µM;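 active = mean inhibition of replicates at least 50% and at least half of replicates each reaching 50%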;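 also: 0% = complete ARNT plus TACC3 wells and 100% = ARNT alone without TACC3; many hits fall short of the cut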
LGR2 antag – Drosophila LGR2 receptor signaling inhibition. AID 720647. hit rate 0.35% among 380,000. inhibition, % at 9.99 µM. HEK293 LGR2, CRE-luciferase, bursicon-stimulated, 4 h;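 active = drop in luminescence signal, shown as inhibition above about 50% in the replicate tests, limit read from the data, passing the limit was not always enough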;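 also: agonist challenge used bursicon conditioned medium at about half maximal strength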
PAX8 reporter – inhibitors of PAX8 transcriptional activity in RMG-I cells | RMG-I TPO-luciferase reporter, SteadyGlo, 24 h | inhibition, % at 12.6 µM | hit rate 1.2% among 360,000;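 active = mean replicate inhibition at least 60% with every replicate also reaching 60%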;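 also: luciferase light reporting Pax8 driven TPO promoter activity; plate controls were median of neutral control wells for no effect and mitoxantrone controls for full effect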
Cneo AK release – Cryptococcus neoformans lysis via adenylate kinase release; C. neoformans lysis, adenylate kinase release luminescence, 4 h; normalised: neutral wells 0, clomiphene wells 100; lysis activity, % at 15 µM; hit rate 0.2% among 360,000;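 active = mean lysis activity across replicates of at least 80%, whatever share of replicates individually reach that level; inactive = mean lysis activity below 80%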
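Material – Cryptococcus neoformans yeast cells · Quantity – 5 × 10^6 yeast cells/mL · Buffer or medium – YPD medium · Compound – single dose · Timing – 4 h static compound exposure, 37 °C, read 1 h post-reagent · Signal – adenylate kinase release luminescence · Read-out basis – lysis from increased AK signal · Benchmarks – Clomiphene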
PGC1a acetyl inh – PGC1a acetylation modulation, inhibitor mode; hit rate 0.17% among 350,000; U2OS PGC1a acetylation, AlphaScreen anti-acetyl-lysine; with virally co-expressed GCN5 acetyltransferase; inhibition, % at 15.6 µM;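 active = every replicate shows inhibition of at least 40%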;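 also: 0% = neutral control wells and 100% = positive control wells; some results beyond the cut were filed as inactive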
The depositor's hits bear a star; . = not tested or not shown; & = joins results of further samples.

SMILES | GSIS activator | PglD DTNB | C2C12 statin | ARNT TACC3 PPI | LGR2 antag | PAX8 reporter | Cneo AK release | PGC1a acetyl inh
Cc1cc(C)cc(Nc2nc(-c3ccc(S(=O)(=O)N4CCCC4)cc3)cs2)c1 | 4.9 | . | . | -7.4 | -3.9 | 34.5 | . | .
O=C(Nc1cccnc1)c1cccnc1 | 13.6 | -6.1 | 25.6 | -1.2 | -1.2 | . | 3.4 | -27.7
C[C@@H]1CCCCO[C@@H](CN(C)C(=O)Nc2ccc3c(c2)OCO3)[C@H](C)CN([C@@H](C)CO)C(=O)c2cc(NC(=O)Nc3ccc(C(F)(F)F)cc3)ccc2O1 | 15.5 | 4.0 | . | 16.0 | 18.3 | . | -0.4 | 4.2
CCCCCNCc1ccc(Cl)cc1 | 19.5 | . | . | 11.6 | 3.5 | 3.0 | . | .
O=C(C[C@@H]1C[C@@H]2c3cc(NS(=O)(=O)c4ccc(F)cc4)ccc3O[C@@H]2[C@H](CO)O1)NCCc1ccccc1 | -13.4 | 0.7 | 2.8 | -12.4 | -3.6 | 2.1 | 1.8 | -8.0
Cc1cccc(NC(=O)CN(C)C(=O)C2CCCC2)c1C | 5.0 | -2.5 | 7.0 | . | -8.2 | 1.8 | 3.4 | 8.8
Cc1ccc(NC(=S)N(CCCN(C)C)Cc2cc3cc4c(cc3[nH]c2=O)OCO4)cc1 | 1.5 | . | 0.7 | . | -83.0 | -6.2 | . | -11.2
Cc1cc(C)nc(SCC(=O)N/N=C/C=C/c2ccccc2)n1 | 7.1 | . | . | -3.3 | 13.4 | -7.0 | . | .
Cc1ccccc1NS(=O)(=O)c1ccc(F)cc1 | 27.2 | 0.4 | -11.0 | 20.0 | 26.0 | . | -0.5 | 3.2
C[C@@H]1CN([C@H](C)CO)C(=O)c2cc(-c3ccncc3)cnc2O[C@@H]1CN(C)C(=O)NC1CCCC1 | 17.2 | 9.8 | -0.1 | -5.9 | -10.4 | . | -2.6 | 9.2
Cc1noc(C)c1NC(=O)N(C)C[C@@H]1Oc2ccc(NC(=O)CCCCCC(=O)Nc3ccccc3N)cc2CC(=O)N([C@H](C)CO)C[C@H]1C | -0.9 | -1.3 | 4.9 | . | 19.1 | 1.8 | -0.4 | 3.2
Cc1ccc(S(=O)(=O)N(Cc2c(F)cccc2Cl)C(=O)N2CCN(C)CC2)cc1 | 31.5 | -4.6 | 10.0 | 0.2 | 4.2 | -10.6 | 0.6 | 3.1
CC1=C(C(=O)Nc2cccnc2)C(c2ccc3c(c2)OCO3)C2=C(CCCC2=O)N1 (stereo unspecified) | . | 1.7 | . | -3.2 | . | . | 0.9 | 7.6
COCCn1nnnc1C(C(C)C)N1CCCC(C)C1 (stereo unspecified) | 3.6 | -1.8 | -2.9 | -8.8 | 11.7 | -0.2 | 2.8 | .
O=S(=O)(Nc1ccccc1Br)c1cccc2cccnc12 | -7.4 | -3.4 | 17.6 | . | -3.2 | 3.6 | 0.6 | .
CC(=O)NN1C(=O)c2ccccc2NC1c1ccccc1O (stereo unspecified) | -4.0 | 4.7 | -6.6 | -3.1 | -9.4 | -14.7 | 0.3 | -2.3
Cc1ccc(OCCCCn2cnc3ccccc32)c(C)c1 | . | 6.3 | -17.3 | . | . | -14.0 | -4.5 | -1.0
CN(C)S(=O)(=O)c1cccc(CSCc2cccc(S(=O)(=O)N(C)C)c2)c1 | -42.2 | -1.4 | -10.6 | -4.2 | 1.3 | 10.2 | 0.4 | -2.1
Cc1cccc(C(=O)Nc2ccc(N3CCN(S(C)(=O)=O)CC3)cc2)c1 | 0.3 | . | 7.2 | -11.4 | . | -90.4 | . | 9.0
Cc1ccc(NC(=O)C(=O)NNC(=O)c2cccs2)cc1 | -6.6 | . | . | 1.6 | 15.0 | -21.3 | . | -1.0
Cc1cccc(N2CCN(C(=O)CCCCCn3c(=S)[nH]c4ccc(N5CCOCC5)cc4c3=O)CC2)c1C | 11.2 | 7.8 | -3.0 | . | 0.4 | -5.7 | 1.4 | -5.4
CS(=O)(=O)N1CC(C(=O)O)Oc2ccc(CC(=O)O)cc21 (stereo unspecified) | 1.6 | . | 9.7 | -7.9 | 0.4 | 7.4 | . | -9.5
O=C(Nc1ccccc1)N[C@@H]1CC[C@@H](CCNS(=O)(=O)c2ccccc2F)O[C@@H]1CO | 22.5 | 0.9 | -9.0 | -4.2 | -46.9 | 3.7 | -1.9 | -5.3
Nc1nc(-c2ccccc2)cn1N | . | -6.9 | -25.0 | 48.3* | . | . | 4.6 | 7.8
CCOc1c(Br)cc(C(N)=O)cc1OCc1ccccc1 | 4.2 | . | . | -4.0 | -4.7 | -2.5 | . | .
C/C=C\C=C/C(=O)Nc1cccc(C2=NOC3(C2)C[C@@H](C(N)=O)N(C(=O)[C@H]2CCC(=O)N2)C3)c1 (stereo partly specified) | . | -3.5 | 9.8 | -3.6 | . | . | 1.1 | 7.7
N#CCC(=O)N/N=C\c1cc(Br)ccc1OC/C=C/c1ccccc1 | 4.7 | -1.1 | -20.5 | 7.8 | -32.6 | -173.7 | -2.8 | .
CSC1=NN(c2ccccc2)CN(c2ccccc2)N1C | . | -2.2 | . | . | 9.7 | 3.5 | -1.7 | .
C[C@H]1CN([C@@H](C)CO)C(=O)c2cc(C#CCN(C)C)cnc2O[C@@H]1CN(C)Cc1ccncc1 | 9.7 | 1.1 | 4.2 | 0.8 | -0.8 | . | 1.3 | 13.9
COCC(=O)N(C)C[C@@H]1Oc2ncc(-c3ccccc3C)cc2C(=O)N([C@H](C)CO)C[C@H]1C | 12.7 | -1.8 | -1.7 | -6.1 | -12.2 | . | -7.7 | 0.8

Reformatted tab-delimited: two of the compounds above.
Structure	GSIS activator	PglD DTNB	C2C12 statin	ARNT TACC3 PPI	LGR2 antag	PAX8 reporter	Cneo AK release	PGC1a acetyl inh
Cc1ccccc1NS(=O)(=O)c1ccc(F)cc1	27.2	0.4	-11.0	20.0	26.0	.	-0.5	3.2
C[C@@H]1CN([C@H](C)CO)C(=O)c2cc(-c3ccncc3)cnc2O[C@@H]1CN(C)C(=O)NC1CCCC1	17.2	9.8	-0.1	-5.9	-10.4	.	-2.6	9.2

(further entries)
SMILES | GSIS activator | PglD DTNB | C2C12 statin | ARNT TACC3 PPI | LGR2 antag | PAX8 reporter | Cneo AK release | PGC1a acetyl inh
C[C@H](CO)N1C[C@H](C)[C@@H](CN(C)S(=O)(=O)c2cccc(C#N)c2)OCc2cn(nn2)CCCC1=O | 9.3&4.3 | 1.0 | 6.2 | . | -1.5&-15.2 | 0.8 | -1.1 | 4.3&4.7
CCCNC(=O)N1C[C@@H](O)COC[C@H]2O[C@H](CC(=O)N3CCC(Cc4ccccc4)CC3)CC[C@@H]21 | 2.9 | -3.0 | 22.7 | 3.0 | 8.2 | 12.3 | -0.7 | 1.7
CCCc1nnc(NC(=O)CCC(=O)N2CCN(CCOc3ccc(C)cc3)CC2)s1 | . | 4.2 | 25.4 | -4.5 | . | . | -1.3 | 5.2
C[C@@H]1CN([C@H](C)CO)C(=O)Cc2cc(NC(=O)CCCN(C)C)ccc2O[C@@H]1CN(C)S(=O)(=O)c1ccc(F)cc1 | 12.6 | . | -15.5 | . | -18.9 | 3.9 | . | 5.1
Cc1ccc(NC(=O)c2cc([N+](=O)[O-])ccc2N2CCOCC2)cc1S(=O)(=O)N(C)C | 7.1 | 0.8 | -11.9 | 8.4 | -8.6 | 10.3 | -0.2 | -15.1
CCc1ccccc1NC(=O)Cn1ccn(-c2ccc(OC)cc2)c(=O)c1=O | -13.1 | 1.8 | 1.7 | -4.2 | -12.1 | -6.7 | -1.1 | -5.6
Oc1ccc(N2CCN(c3nnnn3-c3ccccc3)CC2)cc1 | 15.3 | 4.0 | 3.0 | 4.8 | -14.8 | 19.9 | 0.3 | -10.6
Cc1cc(C)cc(N(CC(=O)NC2CCCC2)C(=O)CCC(=O)Nc2cc(C)ccn2)c1 | 16.9 | 5.0 | 0.2 | -36.2 | 1.3 | -9.9 | -1.5 | .
Cc1ccc(Nc2nnc(SC(C)C(=O)NC3CC3)s2)cc1 (stereo unspecified) | 3.0 | -0.6 | 3.0 | 0.4 | 3.8 | -10.3 | -0.4 | 7.7
O=C(CSc1nnc(-c2ccncc2)o1)N1CCc2ccccc2C1 | -4.3 | 5.0 | -0.2 | -6.4 | -12.1 | 17.8 | -0.8 | 0.6
N=C1C2=C3Sc4ccccc4N3CCCC2=NN1c1cccc(S(=O)(=O)O)c1 | -14.6 | -2.8 | -2.4 | 15.9 | 18.3 | -4.1 | -4.3 | -4.9
O=C(CN1CCOCC1)NCC[C@@H]1CC[C@H](NS(=O)(=O)c2ccc(Cl)cc2)[C@H](CO)O1 | 0.3 | 1.0 | -11.9 | -13.9 | -6.6 | -21.8 | 1.5 | -4.6
COCCN(C[C@H]1[C@H](c2ccccc2)[C@@H](CO)N1C(C)=O)C(=O)c1ccccc1 | -1.2 | 2.9 | 10.8 | -12.1 | -1.8 | -9.0 | 49.6 | 1.8
COc1ccc(N(Cc2cc3ccc(C)cc3[nH]c2=O)S(=O)(=O)c2ccccc2)cc1 | . | -0.3 | 22.2 | -10.6 | . | . | -2.1 | -12.0
Cc1noc(C)c1S(=O)(=O)Nc1ccc2c(c1)C(=O)N([C@H](C)CO)C[C@@H](C)[C@H](CN(C)C(=O)NC1CCCCC1)OCCCC[C@@H](C)O2 | -16.1 | 0.3 | 13.6 | -2.0 | 6.8 | -7.4 | -0.7 | .
C[C@H](NC(=O)C[C@H]1CC[C@@H](NC(=O)C2CCOCC2)[C@@H](CO)O1)c1ccccc1 | -12.7 | -5.1 | -1.3 | -10.9 | 3.4 | 0.9 | -2.7 | 0.0
C[C@@H]1CN([C@@H](C)CO)C(=O)c2cc(NC(=O)Nc3ccc(C(F)(F)F)cc3)ccc2O[C@@H](C)CCCCO[C@H]1CN(C)C(=O)C1CCCCC1 | 2.8 | -3.8 | . | 2.7 | 4.9 | . | 5.5 | 0.2
CCc1ccccc1NS(=O)(=O)c1ccc2[nH]cc(C(=O)NCc3ccco3)c(=O)c2c1 | . | 1.9 | 2.0 | -5.0 | . | -4.3 | 0.8 | 2.1
NC(=O)CC(NC(=O)Cc1ccc(Br)cc1)c1ccc(N2CCc3ccccc3C2)c([N+](=O)[O-])c1 (stereo unspecified) | . | -3.9 | 7.8 | 2.6 | -10.1 | 10.6 | 1.6 | 7.6
Cc1nc(Cc2nnc(SCc3nc(N)nc(Nc4ccccc4C)n3)o2)cs1 | . | 2.9 | 1.3 | -6.1 | . | 0.2 | -1.6 | 9.3
COc1ccc(NC(=S)Nc2cccc(C(C)=O)c2)cc1OC | 8.1 | . | . | 2.2 | -75.7 | 0.7 | . | .
COC(=O)C(C)n1cnc2c(nnn2-c2ccc(C)cc2)c1=O (stereo unspecified) | . | 8.1 | -6.8 | -3.9 | 5.6 | -39.7 | 0.3 | -12.9
CC1CCCN(Cc2ccc(OCc3ccccc3)cc2)C1 (stereo unspecified) | -2.5 | 10.5 | 11.5 | -3.4 | -26.9 | -65.7 | -3.2 | -25.4
C[C@H]1CN([C@@H](C)CO)S(=O)(=O)c2ccc(C#CC3CC3)cc2O[C@H]1CN(C)CC1CCOCC1 | 7.9 | 0.8 | 7.6 | 1.5 | -1.7 | . | -1.5 | -7.5
O=C(Nc1ccc(F)cc1)C(=O)C1C(=O)Nc2ccccc21 (stereo unspecified) | 24.1 | -3.8 | . | -1.7 | -4.6 | -17.4 | -0.5 | 5.2
NS(=O)(=O)c1ccc(NNC(=O)c2ccccc2)cc1 | -21.1 | 0.4 | . | 1.5 | 1.7 | 3.6 | -1.2 | -2.2
